LMP1 NFkB inh: reduces LMP1-driven NF-kappaB luciferase signal | inhibition, % at 12.5 µM | LMP1-induced NF-kappaB luciferase reporter cells, luminescence | 0.69% of 350,000 active; in the data active = inhibition above about 41%;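 note: 0% = neutral control wells and 100% = reference inhibitor control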
KKLEB cytotox: counter-screen for CF NF-kB inhibitors: cytotoxicity. KKLEB CF airway cells viability, ATPlite luminescence, overnight; hits give low values; cells stimulated with P. aeruginosa culture filtrate. activity change (cytotoxicity), % at 5 µM. 0.36% of 360,000 active. AID 602141;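 active = corrected activity change at or below -50% at 5 µM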
SRC2 inh: inhibits human steroid receptor coactivator 2; HEK293 GAL4-SRC2 luciferase reporter, luminescence; inhibition, % at 9 µM; 0.17% of 370,000 active; AID 651957;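 active = inhibition above the mean inhibition of all tested compounds plus 3 SD, set per campaign, cut at about 52% in these data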;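 note: 0% = DMSO treated cells and 100% = cells given Gossypol at 36 µM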
C8 TRAIL sens: sensitizes caspase-8 expressing cells to TRAIL. NB7+C8 cells + TRAIL, ATPlite viability luminescence. inhibition (viability loss, TRAIL sensitization), % at 10 µM. 1% of 360,000 active. AID 624354;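 active = compounds causing at least 50% loss of cell viability in the single-dose screen, relative to plate controls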
NR2F2 inh: blocks human COUP-TFII nuclear receptor. P24468. HEK293T NGFI-A luciferase reporter, luminescence. inhibition, % at 8.6 µM. 0.7% of 370,000 active. AID 686940;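 active = inhibition above a per-plate cutoff, mean inhibition of test wells between control levels plus 3 SD, cut at about 38% in these data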;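 note: cells cotransfected with COUP-TFII expression vector driving the NGFI-A reporter; 0% = median of COUP-TF2 test wells and 100% = reporter-only cells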
TROY signal inh: blocks TROY-dependent signaling in reporter cells; Q293 LMP1-TROYcd NF-kB luciferase reporter, 4 h; inhibition, % at 10 µM; 0.98% of 360,000 active;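 active = compounds whose plate-normalised and pattern-corrected inhibition of the luciferase reporter signal at the single screening dose is 50% or more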
TWEAK-Fn14 inh: TWEAK-Fn14 signaling inhibition. TWEAK-stimulated Fn14 reporter cells, luciferase luminescence, 8 h. inhibition, % at 10 µM. 2% of 360,000 active; in the data active = inhibition above about 50%
CF NFkB inh: blocks PAF-induced NF-kB reporter in cystic fibrosis cells; AID 588850; inhibition, % at 5 µM; 0.86% of 360,000 active; KKLEB NF-kB-GFP reporter, GFP fluorescence overnight;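 active = at least 50% inhibition at 5 µM, scaled per plate between neutral and stimulator controls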;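 note: PAF is a Pseudomonas aeruginosa culture filtrate used as stimulus; plate controls were PAF-stimulated DMSO wells for no effect and unstimulated DMSO wells for full effect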
NCOA3 inh: inhibitors of human steroid receptor coactivator 3 (SRC3). 0.17% of 360,000 active. HEK293 GAL4-SRC3 luciferase reporter, luminescence. Q9Y6Q9. inhibition, % at 3.6 µM;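 active = inhibition above a per-campaign cutoff, the mean of all compounds plus 3 SD, cut at about 60% in these data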;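 note: 0% = DMSO-treated cells and 100% = gossypol-treated cells at 36 µM; higher means less SRC3-driven luciferase light from the GAL4 reporter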
LRH-1 inv ag: suppresses constitutive activity of human LRH-1 | O00482 | HEK293T StAR-luciferase reporter, LRH-1 transfected, 24 h | inhibition, % at 3.6 µM | 0.13% of 360,000 active | AID 602396;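 active = inhibition above the mean inhibition of all tested compounds plus 3 SD, cut at about 73% in these data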;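 note: 0% = DMSO wells and 100% = reporter-only cells lacking LRH-1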
NCOA1 inh: human NCOA1 inhibition. Q15788. inhibition, % at 3.6 µM. 0.12% of 360,000 active. HEK293 GAL4-SRC1 luciferase reporter, luminescence;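 active = inhibition above the campaign mean plus 3 SD, with each screening campaign given its own cutoff, cut at about 60% in these data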;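 note: 0% = DMSO treated cells and 100% = gossypol at 36 µM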
Target sequence (Q15788 whole entry, looked up, the tested form may be a part): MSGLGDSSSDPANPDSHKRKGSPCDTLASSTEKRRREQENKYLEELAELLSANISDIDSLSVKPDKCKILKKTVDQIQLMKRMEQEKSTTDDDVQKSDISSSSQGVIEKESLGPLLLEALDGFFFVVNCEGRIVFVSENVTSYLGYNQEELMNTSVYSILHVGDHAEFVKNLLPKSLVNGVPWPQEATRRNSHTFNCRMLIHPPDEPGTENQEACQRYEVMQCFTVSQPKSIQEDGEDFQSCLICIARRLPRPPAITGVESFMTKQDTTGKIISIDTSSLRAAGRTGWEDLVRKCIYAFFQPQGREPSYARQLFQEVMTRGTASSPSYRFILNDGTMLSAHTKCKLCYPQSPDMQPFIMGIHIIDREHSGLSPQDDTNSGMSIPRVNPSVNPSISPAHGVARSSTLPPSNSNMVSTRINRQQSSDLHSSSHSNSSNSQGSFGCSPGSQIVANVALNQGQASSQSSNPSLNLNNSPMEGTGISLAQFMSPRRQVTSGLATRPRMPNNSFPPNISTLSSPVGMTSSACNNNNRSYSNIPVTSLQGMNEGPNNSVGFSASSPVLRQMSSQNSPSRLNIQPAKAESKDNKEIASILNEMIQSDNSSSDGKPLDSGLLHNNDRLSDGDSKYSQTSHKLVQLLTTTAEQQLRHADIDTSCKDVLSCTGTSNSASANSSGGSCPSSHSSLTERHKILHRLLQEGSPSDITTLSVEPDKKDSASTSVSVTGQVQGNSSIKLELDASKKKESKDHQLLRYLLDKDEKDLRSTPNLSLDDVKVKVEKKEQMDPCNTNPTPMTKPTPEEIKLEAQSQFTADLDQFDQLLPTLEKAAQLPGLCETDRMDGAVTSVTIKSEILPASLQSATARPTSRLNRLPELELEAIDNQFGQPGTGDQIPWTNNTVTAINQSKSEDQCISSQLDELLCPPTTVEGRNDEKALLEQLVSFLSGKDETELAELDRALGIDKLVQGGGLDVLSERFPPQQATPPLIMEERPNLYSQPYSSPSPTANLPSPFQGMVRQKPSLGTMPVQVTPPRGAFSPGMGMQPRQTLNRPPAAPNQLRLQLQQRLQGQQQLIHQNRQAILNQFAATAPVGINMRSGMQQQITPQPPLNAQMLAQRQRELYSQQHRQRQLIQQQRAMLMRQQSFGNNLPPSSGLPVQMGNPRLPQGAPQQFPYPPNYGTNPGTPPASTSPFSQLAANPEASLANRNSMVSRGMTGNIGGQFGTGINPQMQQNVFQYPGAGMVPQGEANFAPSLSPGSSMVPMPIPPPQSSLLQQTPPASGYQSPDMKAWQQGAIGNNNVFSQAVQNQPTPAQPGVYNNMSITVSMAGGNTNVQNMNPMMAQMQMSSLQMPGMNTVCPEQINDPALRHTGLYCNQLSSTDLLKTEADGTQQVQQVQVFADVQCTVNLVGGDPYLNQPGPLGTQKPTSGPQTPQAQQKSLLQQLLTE
Numbers without * were called inactive; / = no result given.

Second line of a record: LMP1 NFkB inh	KKLEB cytotox	SRC2 inh	C8 TRAIL sens	NR2F2 inh	TROY signal inh	TWEAK-Fn14 inh	CF NFkB inh	NCOA3 inh	LRH-1 inv ag	NCOA1 inh
> COc1ccccc1CN(CC(=O)NCC1CCCO1)C(=O)CNS(=O)(=O)c1ccc(C)cc1 (configuration not stated)
→ -7	-1	-20	-4	-7	-6	-9	7	-10	13	-9
> O=C(c1ccc2ccccc2c1)C1CCCN(C(=O)CN2C(=O)CSC2=O)C1 (configuration not stated)
→ -2	-13	-15	2	9	9	-23	4	-5	1	-1
> CCCCC(=O)OCC(=O)c1cc(C)n(-c2c(C)n(C)n(-c3ccccc3)c2=O)c1C
→ -7	27	18	1	21	17	1	-4	2	2	-11
> COc1ccc([C@H]2CC(=O)C=C(c3cccc(Br)c3)C2)cc1
→ 4	-14	0	-1	8	-12	-28	18	-12	-2	-27
> COc1ccc(NC(=O)CNc2ccccc2C(C)=O)cc1S(=O)(=O)N1CCOCC1
→ 1	4	-43	5	-12	13	-8	-13	-7	16	-34
> CC1=C([N+](=O)[O-])C(c2ccccc2Cl)NC(=O)N1C (configuration not stated)
→ 3	-3	-34	-9	7	13	-5	-5	-19	-20	-4
> Cc1ccc(-c2cc(C(=O)OCC(=O)Nc3cc(C)on3)c3ccccc3n2)c(C)c1
→ 0	-4	-10	6	26	33	-10	-1	-22	-4	3
> Cc1cccc(C)c1NC(=O)CN(C)C(=O)Cn1c(=O)cnc2ccccc21
→ -9	2	-24	-8	-3	-16	-6	0	-11	1	0
> Cc1ccnc2nc(C(=O)Nc3ccc(S(=O)(=O)N4CCCC4)cc3)nn12
→ -1	-2	-17	24	13	-5	6	7	13	0	-8
> CC(C)C(=O)Nc1nnc(SCC(=O)NC2CCCC2)s1
→ -1	-19	-15	29	12	11	-4	-1	-7	1	-1
> COc1cc(NC(=O)CC[C@H]2O[C@@H](n3cnc4c(NC(=O)c5ccccc5)ncnc43)[C@H](O)[C@@H]2O)cc(OC)c1OC
→ /	-7	-10	-18	13	10	-12	10	10	-4	9
> COc1ccc(-c2nc3c(n2O)CCC/C3=N\O)cc1
→ 2	-17	-53	2	-30	1	-16	-6	-94	-91	-97
> COc1ccc(-n2c(=O)c3ccccc3n(CC(=O)Nc3cc(C)on3)c2=O)cc1OC
→ -5	0	12	0	13	-10	-11	0	0	-6	1
> COc1ccc2nc(C)cc(Sc3nc4ccccc4s3)c2c1
→ 30	-44	51	26	28	35	88*	64*	40	38	14
> O=C(O)C1CCN(C(=O)CSc2nc3ccccc3c(=O)n2-c2ccc(Cl)cc2)CC1
→ -7	6	-1	-8	1	-10	-1	-2	2	-2	-9
> O=C(CC1(O)C(=O)N(CN2CCOCC2)c2ccccc21)c1ccccc1 (configuration not stated)
→ 2	-1	2	8	11	17	28	-13	-25	-11	-1
> CCc1nc2c(OCc3ccc(Cl)cc3)cccn2c1N(C)C(=O)c1ccc2c(c1)OCO2
→ /	-16	-5	-4	9	-23	-7	15	0	16	11
> COc1ccccc1N1CCN(C(=O)c2ccc3c(Cl)c4c(nc3c2)CCCC4)CC1
→ 0	-12	/	-8	/	1	-22	53*	-7	-24	-2
> CCc1cccc(NC(=O)Cc2ccc(OC)c(OC)c2)c1
→ 11	10	8	30	40*	16	24	-1	25	28	-1
> O=c1cc(N2CCCCC2)c(-c2ccccc2)nn1Cc1ccc(Cl)cc1
→ -22	-8	11	1	12	14	12	16	-15	-12	-22
> O=C1NC[C@H](CCCCN2C[C@H](Cc3ccccc3)N(CCc3ccccc3)C(=O)C2=O)N(CCC2CCCCC2)C1=O
→ /	/	7	-3	6	23	-6	/	/	-17	/
> COc1ccc(C(C(=O)NC(C)(C)C)N(CCc2ccc(OC)c(OC)c2)C(=O)CCC(=O)Nc2cc(C)on2)cc1 (configuration not stated)
→ 3	-7	-12	5	-18	11	-17	5	-1	-5	-3
> CC1(Oc2cccc(F)c2)CCN(Cc2ccccc2OC(F)F)C1 (configuration not stated)
→ /	-9	-7	0	-14	-16	2	2	-34	-8	0
> O=C(O)CCCCCCCCc1cn(CC2CCCCC2)nn1
→ 5	-13	-1	-1	6	2	20	8	-24	-3	-3
> CC(C)OC(=O)c1c(NC(=O)Cn2cnc([N+](=O)[O-])n2)sc2c1CCCC2
→ -1	-12	-10	7	5	-1	5	16	2	-1	-16
> Cc1ccc(C(=O)Nc2sc3c(c2C(=O)O)CCC(C)C3)o1 (configuration not stated)
→ 23	5	-34	34	-13	-36	39	-6	58	50	23
> O=C(CNS(=O)(=O)c1ccccc1)N1CCCC1
→ 1	8	-6	-4	4	14	25	-1	-6	10	-25
> CCCCc1cc(C(=O)Cc2ccccn2)c(O)cc1O
→ -3	-7	-37	-15	5	7	19	10	-8	2	5
> CS(=O)(=O)c1nc(S(=O)(=O)c2ccc(Cl)cc2)c(NCc2ccccn2)s1
→ -5	7	-12	-4	7	-8	17	-2	9	1	-35
> CCOC(=O)c1cnc(-c2ccccc2)nc1-c1ccccc1
→ 3	-10	9	8	0	-15	5	1	0	19	-2
> COC(=O)c1ccc2c(=O)n(CCO)c(=S)[nH]c2c1
→ -2	-4	-32	22	11	-5	6	-17	23	9	-9
> Cc1cc(=O)oc2c(C)c(OC(=O)c3ccco3)ccc12
→ 2	17	0	-5	7	19	24	7	18	-2	4
> CCNC(=O)COC(=O)c1ccc(S(=O)(=O)N2CCCCCC2)cc1
→ 5	10	10	-5	1	-16	-13	-8	15	7	-2
> Cc1ccc(C)c(NS(=O)(=O)c2cc(C(=O)NCc3ccccn3)ccc2C)c1
→ 0	-8	-7	6	18	4	0	-3	3	-9	9
> COc1ccc([N+](=O)[O-])cc1NS(=O)(=O)c1cccc(C(=O)NCCCN2CCCC2=O)c1
→ -2	-3	-20	-3	6	3	29	-38	-16	-17	8
> COc1ccc(C(=O)N/N=C/c2ccc(OC)c(CSc3ccccn3)c2)cc1
→ 3	9	-15	-5	1	-1	-2	-10	-5	-15	2
> O=C(CN1c2ccccc2Sc2ccccc21)NNC(=O)Nc1cccc(Cl)c1
→ 2	-8	5	-4	6	53*	40	28	22	10	13
> COc1ccc(Cl)cc1NC(=S)N1CC(C)OC(C)C1 (configuration not stated)
→ -1	8	-18	-6	5	-11	-3	3	-6	11	-284
> O=C(Nc1ccc(Cl)cc1)C1CCCCN1S(=O)(=O)c1ccccc1 (configuration not stated)
→ -5	20	16	15	15	6	17	-32	12	6	-2
> COc1ccc(CCN=C(C)C2=C(O)C(c3ccccc3)OC2=O)cc1OC (configuration not stated)
→ -6	-2	18	1	7	-3	-3	-4	0	9	-20
> CNCCC1Sc2ccccc2Oc2ccccc21 (configuration not stated)
→ 5	20	-22	4	19	-6	15	-8	6	4	4
> COc1ccc(-n2c(C)cc(C(=O)COC(=O)c3cc(NC(=O)c4cccs4)c(OC)c(OC)c3)c2C)cc1
→ 1	17	5	-10	5	-13	1	-22	-8	4	-10
> O=C(NC1CCCCCC1)c1cccc(N2CCCC2=O)c1
→ 2	-3	-41	11	-42	-4	33	-4	-69	-132	-97
> O=C(CSc1ncccn1)N1CCN(Cc2ccccc2)CC1
→ -5	6	5	10	9	-14	3	3	-7	5	4
> CCOc1ccc(NC(=O)c2ccc(NC(=O)COC(=O)Cc3ccc(OC)cc3)cc2)cc1
→ -50	-3	-50	9	-9	-34	-16	9	-32	-17	-20
> C=CCN1C(=O)C(O)(CC(=O)c2ccc(-n3cccc3)cc2)c2ccccc21 (configuration not stated)
→ -5	1	/	0	/	-22	-18	-8	-15	-8	-18
> S=C(Nc1ccccc1)Nc1nc2ccccc2n1CCOc1ccccc1
→ 9	5	-5	4	-1	-1	-2	-4	-23	-16	-9
> CC(C)Cn1c(-c2cccs2)nc2ccccc21
→ -2	-10	-2	39	4	-5	1	12	-3	6	-36
> COCC(C)NC(=O)CSc1nc2ccccc2n1CCc1ccccc1 (configuration not stated)
→ 2	4	10	3	9	11	10	-26	14	4	7
> CCN1C2=NCCCN2c2ccccc21
→ 8	8	10	-1	-3	-9	-32	-6	-27	2	-11
> Cn1c(=O)c2cc(NC(=S)NC3CCCCC3)ccc2n1Cc1ccc(F)cc1
→ /	-10	-22	12	-5	25	42	21	-3	-4	-3
> CC(C)(C)c1cc(OC(=O)c2ccccc2F)ccc1O
→ -2	5	10	-6	-4	-29	-17	-17	-6	-17	-41
> O=C(COC(=O)c1ccc(F)c(S(=O)(=O)N2CCOCC2)c1)c1ccc(Cl)cc1
→ 2	23	16	-5	-5	5	-10	-10	-7	3	-2
> COc1ccc(-c2cc(-c3cccs3)nc(OC)c2C#N)cc1OC
→ -11	-2	-15	-12	-13	9	6	-15	19	0	11
> COc1ccc(NC(=O)CCNC(=O)C2CCN(S(=O)(=O)c3ccccc3)CC2)cc1OC
→ -2	4	-28	-14	-9	3	-5	-5	3	18	-5
> O=C(CNC(=O)c1cccc(F)c1)N/N=C/c1cc(Br)ccc1OC(=O)/C=C/c1ccco1
→ 13	-1	-1	46	8	11	10	8	13	-9	26
> C=CCn1c(C)cc(C(=O)CSc2ccc(NC(C)=O)cc2)c1C
→ -12	-8	-11	2	-4	19	43	8	-26	-6	-38
> CNC(=O)C[C@@H]1C(=O)N(C2CCCCC2)CC1(C)C
→ -8	0	-10	-4	17	-1	-6	-9	-15	-5	-3

From PubChem BioAssay
